From PubChem
E-sel TNF inh: E-selectin induction blockers in HUVEC – imaging, immunofluorescence, high content, primary screen. hit rate 0.71% among 120,000. inhibition, % at 2 µM. HUVEC TNFa-induced E-selectin immunofluorescence;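 active = inhibition above the batch mean plus 3 SD, and confirmed as a hit on visual image review, cut at about 43% in these data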;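 also: 0% = TNF-stimulated DMSO wells and 100% = unstimulated control wells; not every result past the cut was called active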
Phagocytosis inh: inhibitors of macrophage phagocytosis, primary screen, imaging, J774A.1 cells, IgG beads; J774A.1 macrophage IgG-bead phagocytosis; inhibition, % at 5 µM; hit rate 0.07% among 110,000; AID 1029, 2008;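 active = inhibition above the mean of the plate negative controls plus 5 SD, cut at about 13% in these data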;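 also: phagocytic index as fraction of beads internalized from green versus red external bead signal; plate controls were DMSO negative control for no effect and cytochalasin-D positive control for full effect; some results beyond the cut were filed as inactive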
Starred values were filed as active, the others as inactive; x = not tested or not shown.

Second line of a record: E-sel TNF inh	Phagocytosis inh
COc1ccc(C2CC(=O)C(C=NCCN3CCN(C(C)=O)CC3)=C(O)C2)cc1OC (stereo not given)
  x	3
O=C(NCc1ccc(F)cc1)c1cnc2sccn2c1=O
  x	0
Cn1c(=O)c2c(nc(CN3CCN(c4ccccc4)CC3)n2Cc2ccccc2F)n(C)c1=O
  x	1
CCOC(=O)c1ccccc1NC(=O)CC1Nc2ccccc2NC1=O (stereo not given)
  x	-1
COc1ccccc1C1/C(=C(\O)c2ccc3c(c2)OCCO3)C(=O)C(=O)N1CCCN(C)C (stereo not given)
  x	4
COC(=O)c1ccc(S(=O)(=O)N(Cc2cc3cc4c(cc3[nH]c2=O)OCO4)C2CCCCC2)cc1
  x	-1
C=CCn1cnc2c(c1=O)c1nc3ccccc3nc1n2/N=C/c1ccccn1
  x	0
c1nc(N2CCNCC2)c2sc3nc(N4CCOCC4)c4c(c3c2n1)CCC4
  x	0
CCCCOc1ccccc1NC(=O)CC1Nc2ccccc2NC1=O (stereo not given)
  x	0
Cc1nnc2n(Cc3ccccc3)c(=O)c3c4c(sc3n12)CN(Cc1ccccc1)CC4
  x	1
COc1cccc2cc(C(=O)Nc3cccc(C)n3)c(=O)oc12
  x	-1
Cn1c(=O)[nH]c(=O)c2c1nc(N1CCCCCC1)n2CC(=O)c1ccccc1
  x	-1
CN(C)c1ccc(-c2nn3c(-c4cccnc4)nnc3s2)cc1
  x	-2
c1ccc(OCc2nn3c(-c4n[nH]c5c4CCC5)nnc3s2)cc1
  x	0
CCCOc1ccc(/C(O)=C2\C(=O)C(=O)N(CCCN(C)C)C23C(=O)N(C)c2ccccc23)cc1 (stereo not given)
  x	-1

Record cards, from the list above. Screens in order: E-sel TNF inh, Phagocytosis inh
Record of Cc1nnc2n(Cc3ccccc3)c(=O)c3c4c(sc3n12)CN(Cc1ccccc1)CC4 : x, 1
Record of CCCOc1ccc(/C(O)=C2\C(=O)C(=O)N(CCCN(C)C)C23C(=O)N(C)c2ccccc23)cc1 (stereo not given) : x, -1

Continuation.
Second line of a record: E-sel TNF inh	Phagocytosis inh
CSc1nnc2c3cc(F)ccc3n(Cc3ccccc3)c2n1
  x	3
CCOC(=O)c1c(C)[nH]c(C(=O)NCc2ccccc2OC)c1C
  x	0
CSc1nc(C)c2c(n1)OC(CN1C(=O)c3ccccc3C1=O)C2 (stereo not given)
  x	-2
CN1CCN(c2nc3c(c(=O)[nH]c(=O)n3C)n2CCSc2ncccn2)CC1
  x	-1
CCCn1c(SCc2cc(=O)[nH]c3ccccc23)nc2c1c(=O)n(C)c(=O)n2C
  x	-1
CCCc1nc(SCC(=O)N2CCc3ccccc32)c2c(=O)n(C)c(=O)n(C)c2n1
  x	-1
Cc1cc(C)nc(N2CCN(c3ncnc4c3oc3ccccc34)CC2)n1
  x	1
O=S(=O)(Nc1ncnc2c1oc1ccccc12)c1ccc(Cl)s1
  x	0
Fc1ccccc1N1CCN(C2CCN(Cc3c[nH]c4ccccc34)CC2)CC1
  x	0
Cc1ccc(-n2c(C)c3c(C)nnc(C)c3c2C)cc1
  x	-1
C=CCn1c(=N)c(C(=O)OCC)cc2c(=O)n3cc(C)ccc3nc21
  x	-1
Cn1c(=O)c2c(ncn2CC(=O)Nc2cc(Cl)c(Cl)cc2Cl)n(C)c1=O
  x	0
C=CCOC(=O)C1=C(C)NC(C)=C(C(=O)OCC=C)C1c1ccc(O)cc1
  x	0
Cc1nnc2n(-c3ccc(Cl)cc3)c(=O)c3c4c(sc3n12)CN(C)CC4
  x	0
Oc1c(N=NC(=S)Nc2ccccc2F)c2ccccc2n1Cc1ccccc1Cl
  -9	x
O=C(O)c1cccc(NC(=S)N/N=C/c2ccccc2OCc2cccc(Br)c2)c1
  6	x
CCN=C1SC(CC(N)=O)C(=O)N1CC (stereo not given)
  4	x
CC(=O)N1CCC(N(CCN2CCOCC2)C(=S)Nc2ccc(C)c(C)c2)CC1
  6	x
CCC(C)C1=CC(=Nc2c(C)n(C)n(-c3ccccc3)c2=O)C=C(C(C)CC)C1=O (stereo not given)
  5	x
NC1=NN=C(N2N=C(c3ccco3)CC2(O)C(F)(F)F)n2ncnc2C1 (stereo not given)
  -5	x
CCN(CCO)c1ccc(NC(=S)Nc2cccc(S(=O)(=O)N(C)C)c2)cc1
  18	x
CS(=O)(=O)Nc1cccc(-c2cn3ccccc3n2)c1
  -14	x
Nc1ccc(Oc2cccc(Oc3ccc(N)cc3)c2)cc1
  -33	x
Cc1nn(C)c(C)c1NC(=O)c1cnn2c(C(F)F)cc(-c3ccccc3)nc12
  -9	x
Cc1cc(CNC(=O)CCc2nnc(CCCc3ccccc3)o2)nn1C
  5	x
BrC(=C\c1ccccc1)/C=N/n1cnnc1
  20	x
CCCCNC(=O)C1CCCN(S(=O)(=O)CC)C1 (stereo not given)
  13	x
CC(=O)c1ccc(OC(=O)c2ccc(-n3nc(C)cc3C)cc2)cc1
  -6	x
CCn1c(O)c(N=NC(=O)c2cccs2)c2ccccc21
  -11	x
Cc1ccccc1C(=O)NC(CC(C)C)C(=O)Nc1ccc(S(N)(=O)=O)cc1 (stereo not given)
  -5	x
O=C(CSc1nnc2ccccn12)NC(=O)Cc1ccccc1
  12	x
Cn1c(=O)c2c(nc(SCC(=O)c3ccccc3F)n2C)n(C)c1=O
  -10	x
COc1ccc2c(-c3ccccc3)cc(SCC(=O)N(C)C)nc2c1
  -22	x
O=C(NNc1nc(-c2ccc(Br)cc2)cs1)c1ccco1
  -48	x
COc1ccc(Nc2nc(Cl)nc(Nc3ccc(OC)cc3)n2)cc1
  -11	x
CCN1CCCC1CNC(=O)C(=O)NC(C)C (stereo not given)
  -2	x
CC1=N/C(=C/c2cccnc2)C(=O)O1
  -5	x
CC(=O)N(C(C)=O)n1c(/C=C/c2cccc([N+](=O)[O-])c2)nc2ccccc2c1=O
  15	x
CCCC(=O)Nc1nc(-c2ccc(Cl)s2)cs1
  -4	x
COC(=O)C(C)Oc1cc(OC(C)C(=O)OC)c2c(C)c(Cl)c(=O)oc2c1 (stereo not given)
  -6	x
O=C1NCCN(Cc2ccc(Cl)c(F)c2)C1CC(=O)N1CCCCO1 (stereo not given)
  -1	x
Cc1cc(=O)oc2cc(OC(=O)c3cncc(Br)c3)ccc12
  -16	x
CC1SC(c2ccccc2)N(CC(O)c2ccc([N+](=O)[O-])cc2)C1=O (stereo not given)
  1	x
O=C1CC(/C=C/c2ccccn2)=Nc2ccccc2N1
  21	x
Cc1ccc(/C=C2\NC(=S)NC2=O)cc1[N+](=O)[O-]
  -6	x
CCc1ccc(NC(=S)N(Cc2cccc(Br)c2)CC2CCC(C(=O)O)CC2)cc1 (stereo not given)
  13	x
CCOc1ncccc1C(=O)OC(C)C(=O)NC(=O)NC1CCCCC1 (stereo not given)
  32	x
CC(=O)c1ccc2noc(-c3ccc(Cl)cc3)c2c1
  14	x
CC(Sc1nnnn1C)C(=O)NC(=O)NC1CCCCC1 (stereo not given)
  3	x
CCN(CC)P(=O)(Nc1ccccc1Br)c1ccc(N(C)C)cc1NC(=O)c1ccco1 (stereo not given)
  -15	x
N#CCN1CCCC(C(N)=O)C1 (stereo not given)
  -31	x
O=C(CNC(=O)c1ccccc1F)OCc1nc2ccccc2s1
  -14	x
CCCCCCn1c(N)c(C#N)c2ccc([N+](=O)[O-])cc2c1=O
  -23	x
COc1cc([N+](=O)[O-])ccc1NC(=O)/C=C/C(=O)O
  -11	x
COCC(C)n1c(SCC(=O)N(C)C2CCS(=O)(=O)C2)nc2ccccc2c1=O (stereo not given)
  -5	x
COc1ccc(C(CC(=O)O)NC(=O)c2cc3cc(Br)ccc3oc2=O)cc1OC (stereo not given)
  10	x
COc1ccc(Cl)cc1NC(=S)Nc1ccc(Cl)cn1
  49	x
Cc1ccc(C)c(N2CCN(C(=S)Nc3ccc4nc(N5CCOCC5)cc(C)c4c3)CC2)c1
  -22	x
Cc1cc(C)c2nc(SC3CCOC3=O)cc(C)c2c1 (stereo not given)
  15	x
CSc1ncc(C(C)=O)c(C)n1
  -51	x

Remaining list, next part.
Second line of a record: E-sel TNF inh	Phagocytosis inh
O=C(c1cc(=O)[nH]c2ccccc12)N1CCc2ccccc2C1
  -9	x
Cc1cc(C)n(Cc2ccc(Cl)nc2)n1
  0	x
O=c1[nH]sc2ccccc12
  -11	x
COc1ccc(O)c(CN2CCN(CCc3ccccc3)C(CCO)C2)c1 (stereo not given)
  -5	x
CCC(=O)c1ccc(OCC(=O)N(C)CC(=O)Nc2cccc(F)c2)cc1
  8	x
COc1cc(/C=N/O)ccc1OCc1ccc(Cl)cc1
  -4	x
O=C(NCc1nnc(SCC(=O)N2CCOCC2)o1)c1c(F)cccc1Cl
  -19	x
CCC(C)NC(=O)CN1C(=O)NC2(CCc3ccccc3C2)C1=O (stereo not given)
  -17	x
O=C(c1ccc([N+](=O)[O-])cc1)N1CCSC1c1cccc(Cl)c1 (stereo not given)
  8	x
COc1ccccc1C(=O)NNC(=O)c1ccncc1
  -34	x
O=C(NCc1ccncc1)C(=O)C1C(=O)Nc2ccccc21 (stereo not given)
  -11	x
O=C1C=C(N2CCOCC2)C2(CCCCC2)O1
  7	x
O=CN1CCN(C(=O)c2ccc(-c3nc4ccccc4s3)s2)CC1
  11	x
Cc1ccc(C(=O)N2CC(C)OC(C)C2)cc1[N+](=O)[O-] (stereo not given)
  -2	x
Cc1ccc(OCc2n[nH]c(=S)n2-c2ccccc2)cc1C
  7	x
c1ccc2c(-c3[nH]ncc3CNCCCn3ncc4ccccc43)cccc2c1
  -5	x
Cc1cc(C)cc(NC(=O)COC(=O)CCc2ccc(S(=O)(=O)N3CCOCC3)cc2)c1
  4	x
O=C(Cc1ncc(C(F)(F)F)cc1Cl)NCCc1ccccn1
  -26	x
COCCNC(=O)C1CCN(C(=O)c2cc3sccc3n2Cc2ccc(F)cc2)CC1
  -11	x
O=[N+]([O-])c1ccc(-n2nnnc2CN2CCCCC2)cc1
  15	x
COc1ccc(C2OC(=O)CC2C(=O)NCc2ccc(C)cc2)cc1OC (stereo not given)
  0	x
CCOC(=O)C1CCCN(Cc2cc(=O)oc3cc(C)c(C)cc23)C1 (stereo not given)
  6	x
CCOC(=O)c1sc(=NC(=O)c2ccc(OC(C)C)cc2)n(C)c1C
  7	x
NC(=O)C[n+]1cccc(C(N)=O)c1
  26	x
Cc1ccc(S(=O)(=O)N2CCCCC2)cc1NC(=O)CSc1nccn1C
  -36	x
CCCOC(=O)CC1C(=O)NCCN1C(=O)OC(C)(C)C (stereo not given)
  5	x
CCN(CC)CCOc1ccc(/C(=C(/Cl)c2ccccc2)c2ccccc2)cc1
  5	x
Cc1cccc(N2CCN(C(=O)c3ccc4c(c3)OCCO4)CC2C)c1 (stereo not given)
  -41	x
COC(=O)c1cc(C(=O)Nc2ccc(S(N)(=O)=O)cc2)cc([N+](=O)[O-])c1
  -12	x
Cc1cccc(Nc2c([N+](=O)[O-])cc(C(=O)N3CC(=O)Nc4ccccc43)cc2[N+](=O)[O-])c1
  0	x
CNC(=O)Nc1ccc(Cn2cc(C(F)(F)F)ccc2=O)cc1
  14	x
CC(C)CCNC(=O)c1csc2c1CCCCC2
  -16	x
CC(=O)N1CCN(CCN2C(C)=CC(=C(C#N)C#N)C=C2C)CC1
  -24	x
O=C(COC(=O)CCc1ccc(S(=O)(=O)N2CCOCC2)cc1)Nc1cccc(Cl)c1
  -15	x
Cc1ccc(NC(=O)CSCc2nc3c(nnn3Cc3ccc(F)cc3)c(=O)[nH]2)c(C)c1
  16	x
COc1ccc(-n2c(=O)c3ccccc3n(Cc3cccc(C)c3)c2=O)cc1OC
  9	x
Cc1c(C(c2ccccc2O)c2c(C)n(C)n(-c3ccccc3)c2=O)c(=O)n(-c2ccccc2)n1C
  -24	x
COC(=O)c1nnn(-c2nonc2N)c1CSc1nnc(C)s1
  18	x
O=[N+]([O-])c1ccc(Nc2cccc(F)c2)nc1
  -7	x
COc1ccc(OCC(O)CNC(=O)/C=C/c2cccc([N+](=O)[O-])c2)cc1 (stereo not given)
  30	x
COc1ccc(CCCc2nnc(SCC(=O)NN)o2)cc1
  9	x
CN(CC(=O)Nc1ccccc1Sc1ccccc1)Cc1nc2ccccc2c(=O)[nH]1
  -6	x
O=C(O/N=C(/c1ccccc1)c1ccncc1)c1cccc(F)c1
  2	x
CCOCCCNC(=O)/C(C#N)=C/c1ccc([N+](=O)[O-])o1
  -19	x
O=C(CSc1nncc2ccccc12)N1CCCCC1
  -26	x
CCC(C)Nc1nc2c(C)cccn2c(=O)c1C=Nc1ccc(OC)cc1 (stereo not given)
  -29	x
C=C(C)CNC(=S)NNC(=O)c1ccncc1
  4	x
C#CCOC(=O)C[N+](C)(C)C/C=C/c1ccccc1
  9	x
O=C(Cc1ccccc1)Nc1nnc(-c2ccco2)o1
  10	x
COc1ccc(CNC(=O)CCNS(=O)(=O)c2cccc3nsnc23)cc1
  -8	x
CCC(=O)NCCCc1nc2ccccc2n1Cc1ccccc1F
  -31	x
CCOC(=O)c1c(NC(=O)Cn2cnc([N+](=O)[O-])n2)sc(C)c1C
  -3	x
Cc1nnc(SCc2nc3ccccc3s2)n1N
  -20	x
COc1ccc(S(=O)(=O)N2CCOCC2)cc1NC(=O)COC(=O)c1ccc(C)s1
  12	x

These rows are one share of the data, so the mix of outcomes need not match the whole.
